High-throughput results deposited in PubChem BioAssay by several laboratories.
Scp1 inh: Scp-1 phosphatase inhibitors, primary screen, biochemical, colorimetric, uHTS. Carboxy-terminal domain RNA polymerase II polypeptide A small phosphatase 1 (Homo …. Recombinant Scp1, phosphopeptide, malachite green phosphate absorbance. AID 493091, 2011. inhibition, % at 20 µM. 0.88% of 340,000 active;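 active = inhibition above about 50% at 20 µM, limit read from the data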;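 also: plate controls were DMSO wells with enzyme for no effect and wells lacking enzyme for full effect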
Target sequence (Q9GZU7 76-261 limits assumed): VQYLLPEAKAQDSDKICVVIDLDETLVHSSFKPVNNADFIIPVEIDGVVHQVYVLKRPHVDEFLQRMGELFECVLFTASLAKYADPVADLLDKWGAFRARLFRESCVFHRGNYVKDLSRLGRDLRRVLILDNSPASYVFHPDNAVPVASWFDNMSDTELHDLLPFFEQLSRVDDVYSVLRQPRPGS
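Assay system: SCP-1 catalytic fragment, aa 76-261 | Buffer or medium: Tris acetate buffer pH 5.5 with MgCl2 and Tween-20 | Compound: One concentration, 20 µM, with 1.0% DMSO | Also added: Phospho 17-mer peptide substrate | Signal: Absorbance at 630 nm | Incubation: 45 min enzyme reaction at room temperature | Measure: % inhibition of SCP-1 phosphate liberation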
DNMT1 inh: human DNMT1 methyltransferase inhibitors, primary screen, biochemical, molecular beacon, fluorescence, HinP1I cleavage, uHTS; AID 588458, 2011; 0.83% of 360,000 active; DNA (cytosine-5)-methyltransferase 1 (Homo sapiens), P26358; inhibition (reported as % activation of signal), % at 10 µM; in the data active = inhibition above about 50%
SUMO1-SIM PPI: modulators of SUMO1 protein-protein interactions, primary screen, biochemical, uHTS; Small ubiquitin-related modifier 1 (Homo sapiens), P63165; SUMO1 binding to a labelled peptide, TR-FRET, 1 h; inhibition, % at 20 µM; 0.33% of 360,000 active; in the data active = inhibition above about 37%
Target sequence (P63165 whole entry, looked up): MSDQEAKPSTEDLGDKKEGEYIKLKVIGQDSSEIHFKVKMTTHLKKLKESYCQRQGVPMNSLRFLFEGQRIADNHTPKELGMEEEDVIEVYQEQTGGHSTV
MsrA act: bovine MsrA enzyme activators, primary screen, biochemical, absorbance, HTS; Methionine sulfoxide reductase A (Bos taurus); purified bovine MsrA, absorbance read-out; activation, % at 10.6 µM; 0.3% of 360,000 active; AID 602163, 2012; in the data active = activation above about 7.5%;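 also: 0% = vehicle and 100% = reference activator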
STEP inh: STEP phosphatase inhibitors, primary screen, biochemical, fluorescence intensity, uHTS; inhibition, % at 20 µM; Tyrosine-protein phosphatase non-receptor type 5 (Homo sapiens), P54829; recombinant STEP, OMFP fluorogenic substrate; 0.25% of 360,000 active;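 active = inhibition at 20 µM, scaled per plate between control wells, above about 37%, limit read from the data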;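 also: 0% = DMSO with enzyme and substrate and 100% = substrate only without enzyme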
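Test system: STEP tyrosine phosphatase / Reagent: OMFP at 25 µM / Doses: 20 µM, 1% DMSO / Read-out: percent inhibition scaled to no-enzyme and uninhibited-enzyme controls, plate-pattern corrected / Detection: FITC-channel fluorescence of OMFP product / Medium: Bis-Tris buffer pH 6.0, 2.5 mM DTT, 0.005% Tween 20 / Schedule: 20 min at room temperature, dark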
E coli Lon inh: inhibitors of E. coli Lon protease, primary screen, biochemical, fluorescence polarization. purified E. coli Lon protease. inhibition, % at 7.94 µM. 0.42% of 360,000 active. AID 602123, 2011; in the data active = inhibition above about 13%, passing the limit was not always enough;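 also: 0% = enzyme with probe and DMSO and 100% = no enzyme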
MsrA inh: bovine MsrA enzyme inhibitors, primary screen, biochemical, absorbance, HTS | inhibition, % at 15.5 µM | purified bovine MsrA, absorbance read-out | 0.75% of 360,000 active | Methionine sulfoxide reductase A (Bos taurus) | AID 651718, 2012; in the data active = inhibition above about 4.5%;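 also: 0% = vehicle wells with enzyme and 100% = reference inhibitor wells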
TbMetRS inhib: T. brucei MetRS inhibitors, primary screen, biochemical, luminescence; purified T. brucei MetRS, ATP depletion, Kinase-Glo luminescence; inhibition, % at 11.9 µM; 0.4% of 360,000 active; AID 624268, 2012;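 active = inhibition above a per-plate cutoff of the control wells' mean inhibition plus 3 SD, cut at about 5.5% in these data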;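 also: 0% = DMSO wells median and 100% = median of wells with control inhibitor compound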
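Material – parasite MetRS enzyme · Medium – HEPES-MgCl2-KCl buffer plus DTT, spermine, BSA, pyrophosphatase · Reagent – ATP, methionine and E. coli bulk tRNA substrates · Times – 15 min enzyme-compound preincubation, 2 h reaction, 10 min detection, 25 °C · Measured by – luminescence of leftover ATP · Evaluation – percent inhibition relative to median high and low control wells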
LMPTP block: LMPTP phosphatase inhibitors, primary screen, biochemical, fluorescence intensity, uHTS; 0.22% of 360,000 active; recombinant LMPTP-A, OMFP fluorogenic substrate; inhibition, % at 20 µM; Low molecular weight phosphotyrosine protein phosphatase (Homo sapiens), P24666;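 active = compounds that cut the enzyme signal by at least half of the control window in the single-dose screen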;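 also: plate controls were DMSO wells with enzyme plus substrate for no effect and substrate without enzyme for full effect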
Target sequence (P24666 whole entry, looked up): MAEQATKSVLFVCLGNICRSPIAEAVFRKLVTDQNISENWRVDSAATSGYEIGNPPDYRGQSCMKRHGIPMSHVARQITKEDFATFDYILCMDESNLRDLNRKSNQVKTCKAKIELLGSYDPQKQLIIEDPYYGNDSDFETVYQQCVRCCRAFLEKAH
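Material: LMPTP-A; amount: 0.625 nM enzyme; doses: single 20 µM dose; times: reaction 50 min, room temperature, dark; technique: fluorescence intensity of OMFP turnover product; benchmarks: no-enzyme and uninhibited controls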
NRP1-CendR mod: modulators of CendR peptide binding to NRP-1, primary screen, biochemical, fluorescence polarization, uHTS; Neuropilin-1 (Homo sapiens), O14786; FAM-RPARPAR peptide binding to NRP-1; inhibition, % at 25 µM; 0.85% of 360,000 active;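 active = inhibition or corrected inhibition above about 18%, plus a signal ratio from 0.5 to 1.5, limit read from the data, passing the limit was not always enough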; also: strong numbers were not always called active
* hit, by the source's call; x = no result given. Outcome played no part in choosing rows. Share with any hit: about 4.3%.

Scp1 inh,DNMT1 inh,SUMO1-SIM PPI,MsrA act,STEP inh,E coli Lon inh,MsrA inh,TbMetRS inhib,LMPTP block,NRP1-CendR mod,mol
-5,-2,3,-4,-2,-3,0.9,-1.0,-1.6,16,COc1ccc(S(=O)(=O)N2CCOCC2)cc1NS(=O)(=O)/C=C/c1ccccc1
-6,-2,1,0,-1,-2,1.4,0.4,-1.6,-2,COc1ccccc1NC(=S)NNC(=O)c1ccc(Cl)cc1Cl
-8,-2,5,-2,1,-3,0.5,0.0,-0.2,9,COc1ccc(F)cc1CN1CCN(CC(=O)N2CCc3ccccc32)CC1
-4,5,-2,-6,-2,1,-0.2,0.2,-0.8,-4,CN(CC(=O)Nc1ccc(Cl)c(S(=O)(=O)N2CCOCC2)c1)C(=O)c1cccs1
-2,4,3,-2,-3,0,-1.2,-0.1,-1.3,-3,O=C1NCCCCC1NS(=O)(=O)c1ccc(F)c(F)c1 (stereo not drawn)
-10,-3,2,1,-2,6,0.5,-0.1,-1.0,11,O=C(COC(=O)c1n[nH]c2ccccc12)NCCc1ccccc1
0,-2,2,-10,-1,1,0.1,-1.4,-0.7,-18,CC(C)NC(=O)CSc1nc(Cc2ccccc2)nc2ccccc12
-3,-1,5,-7,12,-1,-0.3,-0.5,0.4,6,Cc1c(C(=O)NCc2ccccn2)oc2ccc(S(=O)(=O)N3CCC4(CC3)OCCO4)cc12
-2,1,-3,-4,-2,2,-0.4,-1.0,-2.5,25*,CCC(=O)NC(=S)Nc1ccc(S(=O)(=O)NC(C)=O)cc1
0,3,0,0,-1,1,-0.1,-0.8,-2.1,-4,CCOC(=O)c1cc2n(n1)C(C(F)(F)F)CC(C)N2 (stereo not drawn)
-18,-3,-1,-2,4,0,-0.1,-0.9,2.8,4,c1ccc(-c2noc(CSc3nc4ccccc4o3)n2)cc1
1,0,3,-2,1,-3,0.0,-1.0,-0.5,4,COC(=O)c1cccc(NC(=O)CSc2nnc(C)o2)c1
-5,-2,3,-2,4,3,-0.3,-0.8,-0.2,1,O=C(CSc1ccc2ccccc2c1)Nn1cnnc1
-14,3,3,-21,10,4,-0.4,-0.3,4.1,-6,Cc1ccc(S(=O)(=O)NC(=S)c2ccccc2)cc1
-3,2,1,0,2,5,0.3,-0.1,-1.3,2,CCOc1ccc(NC(=O)CSc2nncc(=O)[nH]2)cc1
-1,3,1,-8,-8,-7,-0.5,-1.5,0.4,13,Cn1c(C(=O)OCC(=O)NCC2CCCO2)cc2sccc21 (stereo not drawn)
-7,1,-2,-3,-1,-1,0.1,-1.0,1.1,3,O=C1CSC(c2ccc(Cl)cc2Cl)N1c1ccccn1 (stereo not drawn)
-1,-1,-34,-3,1,7,2.5,2.6,-0.3,6,O=C(CN1CCN(c2ccc([N+](=O)[O-])cc2Cl)CC1)N1CCOCC1
-5,3,-1,-6,10,-2,0.4,-0.3,-2.5,6,Cc1cccc(NC(=O)CN2C(=S)NC(C)(C)CC2C)c1 (stereo not drawn)
-18,2,-9,-6,3,9,3.3,-0.6,-1.3,-5,COc1ccc(/C=N/NC(=O)c2ccncc2)cc1CN1CCOCC1
-4,-3,-2,-1,-2,-3,0.3,-0.8,-1.0,16,COC(=O)[C@@H](Cc1c[nH]c2ccccc12)NC(=O)c1ccc2c(c1)OCO2
-10,0,0,5,1,5,-0.1,-0.7,1.0,1,CN1CCN(c2nc3c(c(=O)n(C)c(=O)n3C)n2Cc2cccc3ccccc23)CC1
-9,-9,11,-1,-1,2,-1.1,1.0,0.1,9,CNC(=O)[C@H]1O[C@@H](n2cnc3c(NCc4cccc(I)c4)nc(Cl)nc32)[C@H](O)[C@@H]1O
-20,-1,1,-5,-2,-1,-0.5,-0.5,-1.9,-4,C=CCc1cccc(Cl)c1OCCON1C(=O)CCC1=O
1,3,3,-7,0,2,-1.3,-0.1,-1.9,5,COc1cccc(NC(=S)NNC(=O)Cn2nc(C(F)F)cc2C(F)F)c1
-2,82*,0,-3,4,4,0.7,-0.5,60*,-15,CCn1nnnc1NCc1ccc(N2CCCC2)cc1
-7,6,-1,3,1,2,-0.7,-0.1,0.5,4,COc1ccccc1-c1nnc(SCC(=O)NC2CCS(=O)(=O)C2)n1CCc1ccccc1 (stereo not drawn)
34,4,9,-2,1,-3,0.0,0.3,-0.8,1,Cc1ccccc1CSc1nnc(-c2cnccn2)n1C
-11,-5,-41,-11,-2,-1,0.7,0.1,3.9,-8,O=C(c1ccc(Cl)c(Cl)c1)c1cc(-c2ccccn2)c(N2CCOCC2)s1
3,-23,-1,-2,-2,-3,1.0,-1.3,3.3,12,Cc1cc(C)n(CC(O)Cn2c3ccc(Br)cc3c3cc(Br)ccc32)c(=O)n1 (stereo not drawn)
1,-7,0,-3,2,-18,0.4,-0.4,1.9,3,Cc1ccnc(NC(=O)Cc2ccc(-c3ccccc3)cc2)c1
7,0,3,-9,3,-9,0.5,-0.7,-1.5,-2,CC(C)c1ccccc1N=C1SCCCN1C(=O)c1cccc(N2C(=O)CCC2=O)c1
-5,2,2,-3,-9,-7,0.4,-0.5,0.0,4,Cc1cc(NCCN2CCOCC2)n2ncc(-c3ccccc3)c2n1
x,1,-1,0,-1,10,1.4,-0.6,-0.3,-8,N#Cc1ccc(Cl)cc1NC(=O)CN1C(=O)C(=O)N(CCC2=CCCCC2)C1=O
-3,-3,-4,-3,4,0,-0.3,-0.9,-0.6,12,O=C(CC1C(=O)CCCC1=O)c1ccccc1
-10,1,1,5,0,10,0.7,0.0,0.1,5,N#Cc1nc(-c2ccco2)oc1NCc1ccccc1Cl
3,2,-1,-5,2,-13,0.1,0.0,-2.8,2,CC(C)(C)C1=C[C@@H](CO)C[C@@H](CO)C1
18,7,-1,-15,-1,12,-0.3,-1.2,-0.2,11,O=C(O)c1ccc(Cl)c(S(=O)(=O)NCc2cccnc2)c1
-3,-1,3,-4,-4,-1,-0.6,0.0,-1.0,-21,CCC(C)NC(=O)C(Sc1ccccc1)c1ccccc1 (stereo not drawn)
-5,4,-44,-6,-1,3,0.5,-0.4,-1.3,4,O=C(Nc1cc([N+](=O)[O-])ccc1O)NC1CCS(=O)(=O)C1 (stereo not drawn)

Single values from the list.
Value for Cc1ccnc(NC(=O)Cc2ccc(-c3ccccc3)cc2)c1 under Scp1 inh: 1
Value for Cc1ccccc1CSc1nnc(-c2cnccn2)n1C under MsrA act: -2
Value for COc1ccccc1-c1nnc(SCC(=O)NC2CCS(=O)(=O)C2)n1CCc1ccccc1 (stereo not drawn) under Scp1 inh: -7

Continued:
Scp1 inh,DNMT1 inh,SUMO1-SIM PPI,MsrA act,STEP inh,E coli Lon inh,MsrA inh,TbMetRS inhib,LMPTP block,NRP1-CendR mod,mol
-7,1,4,1,0,3,0.8,-0.2,-0.2,-7,O=C(CS(=O)Cc1ccccc1Cl)Nc1ccccc1Cl (stereo not drawn)
3,0,0,-2,0,2,-1.4,0.3,-1.0,7,CCOC(=O)c1ccccc1NC(=O)CCNC(=O)Cn1cnc2ccccc2c1=O
-1,1,-1,-8,0,0,-0.8,-1.2,-2.5,-15,Cc1cc(C)c(S(=O)(=O)N2CCN(C)CC2)c(C)c1
-5,4,0,-4,-5,-12,-0.4,-0.4,0.0,15,O=C(c1ccco1)N1CCN(S(=O)(=O)c2ccc3c(c2)CCN3C(=O)C2CCC2)CC1
-3,-3,-12,-3,1,-4,1.4,-0.2,0.2,3,CN(C)CCCn1c2c(c(SCC(=O)Nc3cccc4ccccc34)nc1=O)CCC2
1,2,0,2,0,-4,-0.3,-0.7,-3.3,8,CCCCOCCCNC(=O)c1c(-c2ccccc2)noc1C
-1,-1,-6,-4,-1,-6,-0.7,-0.3,-0.5,1,C(=N\Nc1nc(N2CCCC2)nc(N2CCCC2)n1)/c1cccnc1
-2,3,2,-1,2,-4,-1.1,-0.3,3.0,-3,Cc1ccc(C)c(OCc2cc(C(=O)N3CCN(c4ccccc4C)CC3C)no2)c1 (stereo not drawn)
-9,-1,6,-6,-4,2,0.2,-0.1,-0.4,7,CC1CCCN(C(=O)COC(=O)COc2ccc(C#N)cc2)C1 (stereo not drawn)
-5,0,1,-8,0,2,-0.5,-0.4,0.8,-5,CCc1cc(C(=O)OC)c(NC(=O)CSc2nccn2C)s1
-32,-15,5,3,-2,0,-0.4,-0.3,1.6,2,CCC(=O)Nc1ccc(C(=O)OCc2ccccc2Cl)cc1
